Assay outcomes deposited in PubChem BioAssay by The Scripps Research Institute Molecular Screening Center.
SIAE primary: human SIAE inhibitors, primary screen, biochemical, fluorescence polarization, FP-Rh probe, 1536-well HTS; 370,000 compounds, 0.69% hits; SIAE FP-Rh probe binding; inhibition, % at 9.66 µM;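 active = inhibition above a cutoff: mean of compounds within the control limits plus 3 SD of those, cut at about 17% in these data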;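 note: 0% = plate median of compound wells and 100% = probe without SIAE protein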
PLCb3 inh: human PLC-beta3 inhibitors, primary screen, biochemical, fluorescence. 1-phosphatidylinositol 4,5-bisphosphate phosphodiesterase beta-3 (Homo sapiens), Q01970. Purified PLC-beta3, fluorogenic substrate. inhibition, % at 12.2 µM. 370,000 compounds, 0.18% hits. AID 720704, 2013; in the data active = inhibition above about 11%;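 note: 0% = median of compound wells on plate and 100% = full blocker control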
Target sequence (Q01970 whole entry, looked up): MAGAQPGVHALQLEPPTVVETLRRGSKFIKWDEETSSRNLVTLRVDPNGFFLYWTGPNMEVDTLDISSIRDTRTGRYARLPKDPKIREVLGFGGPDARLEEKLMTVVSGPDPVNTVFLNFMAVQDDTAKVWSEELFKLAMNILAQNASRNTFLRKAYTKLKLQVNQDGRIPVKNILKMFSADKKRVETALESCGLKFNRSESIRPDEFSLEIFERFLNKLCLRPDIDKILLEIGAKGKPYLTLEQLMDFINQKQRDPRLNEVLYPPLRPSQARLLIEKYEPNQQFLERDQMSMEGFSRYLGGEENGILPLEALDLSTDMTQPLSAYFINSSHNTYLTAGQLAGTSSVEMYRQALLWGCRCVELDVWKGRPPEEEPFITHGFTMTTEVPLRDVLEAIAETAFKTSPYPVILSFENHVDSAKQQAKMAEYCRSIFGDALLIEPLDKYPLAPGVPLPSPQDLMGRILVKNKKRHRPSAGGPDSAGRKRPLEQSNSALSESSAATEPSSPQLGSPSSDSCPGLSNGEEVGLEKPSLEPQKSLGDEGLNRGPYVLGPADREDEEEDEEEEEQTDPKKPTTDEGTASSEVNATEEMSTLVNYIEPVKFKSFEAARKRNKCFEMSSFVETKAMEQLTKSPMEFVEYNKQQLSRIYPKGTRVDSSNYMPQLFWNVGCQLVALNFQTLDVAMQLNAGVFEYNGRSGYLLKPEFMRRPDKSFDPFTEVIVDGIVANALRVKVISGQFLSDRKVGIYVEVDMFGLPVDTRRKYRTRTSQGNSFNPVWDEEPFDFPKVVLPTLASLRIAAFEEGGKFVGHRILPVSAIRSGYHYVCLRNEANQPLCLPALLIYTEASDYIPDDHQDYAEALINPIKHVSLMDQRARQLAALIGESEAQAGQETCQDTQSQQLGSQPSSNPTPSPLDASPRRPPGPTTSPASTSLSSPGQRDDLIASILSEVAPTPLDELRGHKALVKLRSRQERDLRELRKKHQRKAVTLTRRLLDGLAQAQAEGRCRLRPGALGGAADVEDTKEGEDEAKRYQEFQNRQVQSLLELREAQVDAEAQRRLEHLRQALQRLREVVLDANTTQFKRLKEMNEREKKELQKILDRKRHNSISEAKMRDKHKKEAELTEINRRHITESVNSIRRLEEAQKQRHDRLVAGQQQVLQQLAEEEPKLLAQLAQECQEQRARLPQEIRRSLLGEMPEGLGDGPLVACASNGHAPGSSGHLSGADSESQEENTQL
PLCg1 inh: PLC-gamma1 enzyme inhibitors, primary screen, biochemical, fluorescence, purified enzyme | 1-phosphatidylinositol 4,5-bisphosphate phosphodiesterase gamma-1 (Homo sapiens), P19174 | fluorogenic substrate | 370,000 compounds, 0.84% hits | inhibition, % at 12.2 µM; in the data active = inhibition above about 9.5%
DDE Tn7 FP inh: inhibitors of Tn7 peptide binding to fibrin DD(E), primary screen, biochemical, fluorescence polarization, human fibrin, Tn7 probe | Fibrinogen beta chain (Homo sapiens), P02675 | FP displacement of FITC-Tn7 peptide from fibrin DD(E); 0% = median of compound wells per plate | inhibition, % at 8.3 µM | 370,000 compounds, 0.13% hits | AID 720508, 2013;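 active = inhibition above the mean of compounds falling within the control limits plus 3 SD of them, cut at about 14% in these data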;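 note: 0% = plate median of compound wells and 100% = 10 µM Aha-Tn7 peptide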
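Assay system: Human fibrin DD(E) protein | Medium: Tris buffer with calcium and detergent, pH 7.8 | Reagent: 0.1 µM fluorescent Tn7 | Compound dosing: Single point at 8.3 µM | Times: 10 min preincubation, 3 h with tracer, room temperature | Detection: Fluorescence polarization of the labelled Tn7 tracer | Controls: Aha-Tn7 high control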
ARFGAP1 inh: inhibitors of rat ARFGAP1 GAP activity, primary screen, biochemical, fluorescence polarization, GDP tracer; ADP-ribosylation factor GTPase-activating protein 1 (Rattus norvegicus), Q62848; Arfgap1-stimulated ARF1 GTP hydrolysis, GDP FP detection; inhibition, % at 16.5 µM; 360,000 compounds, 0.26% hits;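 active = inhibition above a per-plate limit, mean inhibition of low control wells plus 3 SD, cut at about 25% in these data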;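 note: 0% = DMSO wells with enzyme and 100% = wells lacking Arfgap1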
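Assay system: purified rat His6-Arfgap1 residues 1-136 (GAP domain); Reagent: human Δ17 ARF1 bound to GTP; Dosing: 16.5 µM single point, 1.26% DMSO; Times: GTP hydrolysis reaction 2 h at 25 °C; Signal: FP, GDP Alexa 633 tracer displaced from anti-GDP antibody, 620/688 nm; Measure: % inhibition from polarization.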
ASAP1 GAP inh: inhibitors of human ASAP1 ArfGAP activity, primary screen, biochemical, fluorescence polarization; 360,000 compounds, 0.19% hits; inhibition, % at 16.5 µM; ASAP1-stimulated ARF1 GTP hydrolysis, GDP FP detection; Arf-GAP with SH3 domain, ANK repeat and PH domain-containing protein 1 (Homo sapiens), …; in the data active = inhibition above about 25%;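 note: 0% = vehicle with enzyme and substrate and 100% = no enzyme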
TDP2 absorb: human TDP2 enzyme inhibitors, primary screen, biochemical, epi absorbance, recombinant enzyme; T5PNP hydrolysis, p-nitrophenol absorbance 415 nm; inhibition, % at 12.8 µM; 370,000 compounds, 0.34% hits; AID 720702, 2013;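 active = inhibition above the mean of all tested compounds plus 3 SD, set per campaign, cut at about 25% in these data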;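 note: 0% = DMSO with enzyme and 100% = buffer with substrate but no TDP2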
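Test system: human TDP2 enzyme; Input: 120 nM TDP2 per well; Buffer or medium: Mg2+-containing Tris-HCl buffer, pH 7.5; Reagent: 5 mM T5PNP; Dosing: 12.8 µM single point, 1% DMSO; Incubation: reaction 2 h, 37 °C; Detection: p-Nitrophenol epi absorbance; Read-out: % inhibition relative to enzyme-containing and enzyme-free wells; Replicates: single well per compound.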
ADAM17 inh: ADAM17 inhibitors, primary screen, biochemical, QFRET | Disintegrin and metalloproteinase domain-containing protein 17 (Homo sapiens), P78536 | recombinant ADAM17, EDANS/DABCYL FRET peptide cleavage | inhibition, % at 6.95 µM | 370,000 compounds, 0.83% hits | AID 720648, 2013;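 active = inhibition above the mean of compounds lying between control limits plus 3 SD, set per campaign, cut at about 8.5% in these data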;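 note: 0% = DMSO-only wells as the low control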
ADAM10 inh: human ADAM10 inhibitors, primary screen, biochemical, QFRET, HTS. 370,000 compounds, 0.62% hits. AID 720582, 2013. recombinant ADAM10, EDANS/DABCYL FRET peptide cleavage, 3 h. inhibition, % at 7 µM. Disintegrin and metalloproteinase domain-containing protein 10 (Homo sapiens), O14672;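 active = inhibition above a per-campaign cutoff equal to the mean of compounds falling between control-based bounds plus 3 SD, cut at about 20% in these data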;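 note: 0% = DMSO wells while the 100% control is not disclosed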
Tn6 DDE FP: inhibitors of Tn6 peptide binding to fibrin DD(E), primary screen, biochemical, fluorescence polarization, human fibrin, Tn6 probe; Fibrin DD(E) TRITC-Tn6 fluorescence polarization displacement; inhibition, % at 8.3 µM; 370,000 compounds, 0.21% hits; AID 720509, 2013;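 active = inhibition above a per-campaign cutoff: mean of compounds within control limits plus 3 SD, cut at about 15% in these data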;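 note: 0% = median of all compound wells on the plate and 100% = blocking peptide control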
Active calls of the source: *; i = inactive. No enrichment for hits (roughly 3.6% active in at least one column).

SIAE primary	PLCb3 inh	PLCg1 inh	DDE Tn7 FP inh	ARFGAP1 inh	ASAP1 GAP inh	TDP2 absorb	ADAM17 inh	ADAM10 inh	Tn6 DDE FP	Structure
-6	-1	1	0	2	20	-13	7	0	-3	Cc1cccc(CN2CCc3c(OCC(=O)N4CCCc5ccccc54)cccc3C2=O)c1
3	1	2	8	3	1	3	-6	-1	-13	O=C(NC1(C(F)(F)F)C(=O)Nc2c1c(=O)[nH]c(=O)n2-c1ccccc1)c1ccncc1 (stereo not drawn)
3	5	2	2	-2	-15	-7	1	1	9	COCCNC(=O)/C(C#N)=C/c1ccc(O)c([N+](=O)[O-])c1
-3	-2	-1	-1	-2	1	0	-2	-9	0	CCOC(=O)c1cc(-c2ccccc2)n(CCC(=O)N2CCN(c3ccccn3)CC2)c1C
6	-3	-2	6	-13	3	4	-1	-10	3	Oc1cc2c(cc1CN1CCN(c3ncccn3)CC1)OCO2
2	-9	-3	-5	1	-11	5	-1	-2	-1	CC1CCN(S(=O)(=O)c2cccc(C(=O)Nc3nncs3)c2)CC1
-1	-4	6	-6	-10	1	-12	5	-3	3	CCc1noc(C)c1C(=O)N1CCN(S(=O)(=O)c2ccc(Br)cc2)CC1
13	-12	-6	-3	-11	-2	5	-3	1	-14	O=C(Nc1ccc(S(=O)(=O)Nc2nccs2)cc1)c1cnc(Cl)c(Cl)c1
-2	-7	-6	-10	9	0	1	0	-3	-5	COc1ccc(CCNC(=O)CSC2=NS(=O)(=O)c3cc(Cl)ccc3N2)cc1OC
0	-10	1	1	2	4	-9	1	-1	-4	CCO/C(C)=C1/SC(=S)NC1=O
2	-6	-2	7	3	-4	3	-3	-11	9	CCOC(=O)N1CCN(c2c(NCc3cccs3)c(=O)c2=O)CC1
2	2	9	-8	0	10	-2	2	2	-6	CN(C)CCNC(=O)NC1CCCCC1
6	-6	-2	6	-4	11	-14	1	3	3	CCOc1ccc(NC(=O)CN(C)C(=O)c2c(C)nn(Cc3ccccc3Cl)c2C)cc1OCC
-9	-8	-2	5	-8	-4	-13	-2	-1	7	CCN(CC)c1nc(C(F)(F)F)nc2c1nnn2Cc1ccccc1
-2	-8	2	7	3	1	8	-2	-4	-6	O=C(c1sc2ccccc2c1Cl)N1CCN(c2ccccn2)CC1
-8	-6	-6	7	8	4	-7	-2	-4	3	CCn1c(=O)c([N+](=O)[O-])c(NCC(O)c2ccccc2)c2ccccc21 (stereo not drawn)
-2	2	-3	0	3	2	6	-2	2	1	O=C1C2C(c3ccccc3)CC=CC2[C@H](c2ccc3ccccc3c2)N1Cc1ccccc1 (stereo partly drawn)
8	0	-1	-5	-13	-18	-1	2	6	-3	COc1ccc(CNC(=O)C/C(C)=N/NC(=O)c2ccc([N+](=O)[O-])cc2Cl)cc1
4	0	-6	-7	16	-4	-1	1	-8	-1	COc1ccc(CN2CCNC(=O)C2CC(=O)O)c(OC)c1 (stereo not drawn)
-3	-80	-66	4	-7	15	9	-37	-125	-12	CN1CCN(C(=O)c2ccc(-c3cc4nc(NCc5cccnc5)n(C)c(=O)c4s3)cc2)CC1
1	-3	1	-3	9	4	12	1	6	3	Cc1cc(C)nc(SCc2ccc(C(=O)N/N=C/c3ccco3)cc2)n1
-13	3	5	-8	1	-5	2	1	9	-6	COc1cccc(C(=O)O[C@@H]2[C@H](Cc3ccccc3)NS(=O)(=O)[C@H]3C[C@@H]4C=C[C@]23O4)c1
-29	-96	-65	6	8	3	-8	-165	-390	-4	CCC(C)NC(=O)c1cc2c(=O)[nH]c3ccc(C)cc3c2s1 (stereo not drawn)
-10	3	3	1	-2	3	-3	2	9	-4	COc1ccc(C2=NOC(C(=O)Nc3cc(Br)ccc3O)C2)cc1OC (stereo not drawn)
3	-7	-1	-2	5	-15	-10	1	-9	3	Cc1cc(/C=N/n2cnnc2)c(C)n1-c1ccc(Cl)cc1
0	-6	-1	-2	-8	-2	11	-2	6	0	CCCc1cc(C(=O)Nc2ccn(Cc3ccc(C)cc3)n2)no1
-2	i	i	2	-11	1	5	-298	i	2	Nc1c(C(=O)NCc2ccccc2)c2nc3ccccc3nc2n1CCCN1CCOCC1
4	-13	-6	6	0	10	3	-22	-69	0	Cc1cccn2cc(-c3ccc(Cl)cc3)nc12
4	5	1	-4	7	15	-7	0	-3	2	CCc1ccccc1NC(=O)c1cc(=O)c2ccccc2o1
-3	-19	-5	4	0	2	9	-9	-12	0	CCOc1ccc(N(C(=O)c2snc(C(N)=O)c2N)C(C)C(=O)NC2CCCCC2)cc1 (stereo not drawn)

In the list so far, 2 contain fluorine:
SIAE primary	PLCb3 inh	PLCg1 inh	DDE Tn7 FP inh	ARFGAP1 inh	ASAP1 GAP inh	TDP2 absorb	ADAM17 inh	ADAM10 inh	Tn6 DDE FP	Structure
3	1	2	8	3	1	3	-6	-1	-13	O=C(NC1(C(F)(F)F)C(=O)Nc2c1c(=O)[nH]c(=O)n2-c1ccccc1)c1ccncc1 (stereo not drawn)
-9	-8	-2	5	-8	-4	-13	-2	-1	7	CCN(CC)c1nc(C(F)(F)F)nc2c1nnn2Cc1ccccc1

The main list resumes, repeating the 2 entries before the break.
SIAE primary	PLCb3 inh	PLCg1 inh	DDE Tn7 FP inh	ARFGAP1 inh	ASAP1 GAP inh	TDP2 absorb	ADAM17 inh	ADAM10 inh	Tn6 DDE FP	Structure
4	5	1	-4	7	15	-7	0	-3	2	CCc1ccccc1NC(=O)c1cc(=O)c2ccccc2o1
-3	-19	-5	4	0	2	9	-9	-12	0	CCOc1ccc(N(C(=O)c2snc(C(N)=O)c2N)C(C)C(=O)NC2CCCCC2)cc1 (stereo not drawn)
-5	-3	1	0	-8	-2	4	3	-4	-4	Cc1ccc(NC(=O)CN(C)C(=O)c2ccccn2)cc1
4	-6	1	-3	2	-2	0	-5	-3	-3	CCCCn1c(N)c(N(CC)C(=O)c2ccc([N+](=O)[O-])c(C)c2)c(=O)[nH]c1=O
-3	0	-2	-7	7	6	2	1	8	-4	Cc1ccccc1-c1csc(C(O)c2ccc(F)cc2)n1 (stereo not drawn)
5	-19	-8	9	2	-6	1	0	-20	-2	COc1cc(OC)c(C2CC(=O)N3CN(C)CSC3=C2C#N)cc1OC (stereo not drawn)
0	6	1	0	2	0	0	-2	7	4	COC(=O)CN(c1c(C)cccc1C)S(C)(=O)=O
-3	-7	-1	8	2	2	16	-5	2	0	O=C(c1cc(S(=O)(=O)N2CCOCC2)ccc1Cl)N1CCN(c2ccccn2)CC1
-1	5	-2	-3	-6	3	4	0	-1	4	O=C(NNC(=O)c1cccc2ccccc12)c1cccc(Cl)c1
-5	-9	-2	4	3	11	22	-1	-3	0	CCOC(=O)COn1c(=O)c(-c2ccc(C)cc2)[n+]([O-])c2ccccc21
-4	5	1	3	10	0	1	-3	1	2	C=CCN(C(=O)Cn1nnc2ccccc21)C(C(=O)NCCOC)c1ccc(OC)cc1OC (stereo not drawn)
-3	-7	-2	3	11	-1	-5	2	5	-10	O=C(O)CCN1C(=O)/C(=C\c2ccc(OCc3ccccc3)c(OCc3ccccc3)c2)SC1=S
-2	2	0	2	2	0	-4	-1	10	10	NC(=O)CC(NC(=O)c1ccccc1)c1ccc(NCCCN2CCCC2=O)c([N+](=O)[O-])c1 (stereo not drawn)
1	i	-462	-8	16	2	4	-60	-315	10	C=CCOc1c2ccc(C(=O)NCc3ccc(C)cc3)cc2nn1C
-8	-6	5	0	-2	-7	-11	5	-1	-7	CN(Cc1ccc(OC(F)F)cc1)C(=O)/C=C/c1ccc(S(=O)(=O)N2CCOCC2)cc1
0	-7	-2	3	5	-11	-13	-2	-4	2	CC(=O)N(CCN(C)C)c1nc2cc3c(cc2s1)OCCO3
4	-211	-153	1	7	3	-18	-8	-25	-5	COc1ccc(C(=O)CC2OC(=O)c3c2ccc(OC)c3OC)cc1 (stereo not drawn)
-1	0	5	0	-1	0	-13	5	4	11	COc1cccc(NC(=O)CN2CCc3ccccc3C2)c1
-1	-5	6	-6	-1	9	13	0	-7	-1	Cc1ccc(Cl)c(OCC(=O)N(C)CC(=O)Nc2ccc(N3CCOCC3)cc2)c1
12	-1	3	1	-6	-18	-9	1	6	-3	O=C(c1ccccc1)N(Cc1ccc(F)cc1)C1CCS(=O)(=O)C1 (stereo not drawn)
-1	1	5	-4	-7	0	4	-2	1	5	CC(C)NC(=O)C1CC(=O)N(CCc2ccc(F)cc2)C1 (stereo not drawn)
6	3	0	1	2	-9	6	-1	3	-8	C=CCN(c1ccccc1)S(=O)(=O)c1cccc(C(=O)OCC(=O)NC2CC2)c1
-3	2	0	0	9	6	8	-1	-15	3	CCSc1nnc(NC(=O)CSc2nc(CC)nc3c2c(=O)n(C)c(=O)n3C)s1
-6	-37	-28	8	-19	-20	0	-9	-25	-4	COc1cccc(-c2cnc3c(NC=O)cc(-c4ccccc4)cn23)c1
-7	-28	-22	-3	-9	-12	5	-24	-84	-4	COC(=O)c1sccc1-c1ccc(/C=N/OC(=O)c2ccccc2)o1
-11	5	0	5	-2	-5	-1	-3	-1	-6	COCCNS(=O)(=O)c1cc(OC)ccc1OC
-12	-8	-2	-5	-4	5	-8	2	6	-1	COc1ccccc1N(C)S(=O)(=O)c1ccc(C(=O)Nc2nc(C)cs2)cc1
-4	3	1	-2	8	17	2	-2	2	6	CCC1(CC)C(=O)NC(=O)NC1=S
-3	9	9.8*	-2	-3	10	-9	6	18	-3	Cc1ccccc1OCCCc1c(C)n[nH]c1C
-2	1	-1	-1	12	3	2	-3	-17	-4	CCOc1ccc(NS(=O)(=O)c2c(C)nc3sc(CC)nn3c2=O)cc1
